# KCNK3 block: human KCNK3 channel inhibitors, primary screen, CHO cells, FluxOR thallium flux, B-score; B-score at 10 µM; 0.84% of 340,000 active; Potassium channel subfamily K member 3 (Homo sapiens), O14649; FluxOR fluorescence; stronger effect = lower value; AID 602410, 2012;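 active means B-score under library mean minus 4 SD, starting fluorescence ratio at most library mean plus 5 SD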;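 further: more negative B-score means stronger inhibition of thallium flux through KCNK3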
# SKKanGAS inh: S. pyogenes SKKanGAS growth inhibitors in kanamycin, primary screen, streptokinase expression inhibitor project, SKKanGAS strain, BacTiter-Glo luminescence; 1.3% of 300,000 active; 6 h; inhibition, % at 7.5 µM;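 active means mean replicate score, as percent of positive control median, at least 50; inconclusive means mean below 50 but one replicate at or above 50; inactive means mean and every replicate below 50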;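 further: strain carries kanamycin resistance gene driven by streptokinase promoter and grows in 40 µg/ml kanamycin; loss of luminescence reflects streptokinase promoter inhibition or plain growth inhibition; 0% = median of DMSO wells and 100% = positive control at its reference dose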
# RGS4 inh: RGS4 inhibitors, primary screen, cell-based, HEK293 M3R inducible RGS4, calcium flux | B-score at 10 µM | 0.45% of 310,000 active | AID 463165, 2010 | Fluo-4 calcium flux; stronger effect = higher value; triggered by carbachol at its EC20 | Regulator of G-protein signaling 4 (Homo sapiens), P49798;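 active means B-score, a plate-corrected calcium signal, over three deviations above library mean, with baseline fluorescence within five deviations of library mean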;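 further: RGS4 expression induced by doxycycline in cells with stable M3 receptor; B-score is computed from the integrated fluorescence ratio over baseline after carbachol; higher B-score means a larger calcium signal and so more RGS4 inhibition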
# Target sequence (P49798 whole entry, looked up): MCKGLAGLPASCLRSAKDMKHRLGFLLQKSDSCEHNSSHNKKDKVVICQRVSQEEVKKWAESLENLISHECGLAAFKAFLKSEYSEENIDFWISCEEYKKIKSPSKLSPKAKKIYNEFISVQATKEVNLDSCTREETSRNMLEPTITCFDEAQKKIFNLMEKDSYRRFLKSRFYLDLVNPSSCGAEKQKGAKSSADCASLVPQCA
# ANO1 activ: TMEM16A chloride channel activators or potentiators, primary screen, cell-based, HTS. HEK293 TMEM16A/YFP-H148Q/I152L, iodide quench fluorescence; stronger effect = lower value. B-score at 10 µM. Anoctamin-1 (Mus musculus), Q8BHY3. 0.3% of 340,000 active;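 active means fluorescence-ratio B-score plate-corrected deviation score at least 3 library SD below zero, with starting fluorescence score within 5 deviations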;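 further: channel opened by trigger with iodide after compound preincubation; score built on the fluorescence ratio of max minus min over baseline; more negative score means more quench and so TMEM16A activation or potentiation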
# HDAC3 inh: HDAC3 deacetylase inhibitors, primary screen, biochemical, fluorescence, cell-free homogeneous. recombinant HDAC3, fluorogenic peptide/trypsin coupled. AID 2718, 2010. 0.15% of 320,000 active. inhibition, % at 8.3 µM; in the data active means inhibition above about 26%, passing the limit was not always enough; inconclusive means no clear call, values can overlap the other calls
# KCNQ1 pot: potentiators or activators of KCNQ1 channel, primary screen, cell-based, thallium flux, high-throughput | B-score at 10 µM | 0.35% of 310,000 active | CHO-K1 KCNQ1, thallium flux FluxOR fluorescence; stronger effect = higher value | AID 2648, 2010;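 active means fluorescence ratio B-score, a plate-corrected score, at least three library SD, with initial intensity B-score within 5 SD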
# Target sequence (P51787 whole entry, looked up): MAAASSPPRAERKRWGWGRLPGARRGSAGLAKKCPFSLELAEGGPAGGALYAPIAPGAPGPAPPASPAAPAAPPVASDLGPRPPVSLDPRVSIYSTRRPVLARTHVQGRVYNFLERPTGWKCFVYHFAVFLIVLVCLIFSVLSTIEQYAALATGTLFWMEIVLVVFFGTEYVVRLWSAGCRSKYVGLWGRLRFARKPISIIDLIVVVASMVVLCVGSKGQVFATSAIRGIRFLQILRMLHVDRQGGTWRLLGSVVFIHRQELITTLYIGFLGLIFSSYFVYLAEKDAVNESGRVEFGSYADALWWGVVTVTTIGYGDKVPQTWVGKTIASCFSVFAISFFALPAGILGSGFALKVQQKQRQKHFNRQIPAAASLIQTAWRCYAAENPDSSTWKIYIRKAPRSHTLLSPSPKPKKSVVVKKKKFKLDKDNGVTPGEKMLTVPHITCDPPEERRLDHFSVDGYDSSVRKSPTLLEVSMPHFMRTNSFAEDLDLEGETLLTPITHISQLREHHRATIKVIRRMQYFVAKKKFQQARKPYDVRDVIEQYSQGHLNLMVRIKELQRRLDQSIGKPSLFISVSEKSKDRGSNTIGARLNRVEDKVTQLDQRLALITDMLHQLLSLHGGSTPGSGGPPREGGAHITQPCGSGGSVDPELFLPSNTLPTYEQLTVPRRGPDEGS
#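 Assay system: CHO-K1 cells stably expressing KCNQ1. Medium: assay buffer for compound exposure, DMSO matched across wells. Timing: 37 °C overnight plating, 90-min dark dye load, 20-min compound pretreatment. Signal: kinetic FluxOR fluorescence, 10 s baseline plus 110 s post-stimulus.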
# hERG protect: hERG rescue from dofetilide block, primary screen, cell-based, CHO-hERG, FluxOR thallium flux, dofetilide IC70; Voltage-gated inwardly rectifying potassium channel KCNH2 (Homo sapiens), Q12809; dofetilide IC70 present; activation (rescue from dofetilide block), less the hit threshold, % at 10 µM; 0.51% of 310,000 active;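 active means activation above the mean of controls blocked by dofetilide plus 5 SD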;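 further: thallium influx through hERG after potassium depolarization seen as dye fluorescence rise; in these data hits start at about 4.7%; inactives centre near -7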
# TMEM16A inh: TMEM16A chloride channel inhibitors, primary screen, cell-based, HTS. HEK293 TMEM16A/YFP iodide influx fluorescence, ionomycin. normalized B-score (activity score, 25-100; higher = stronger inhibition) at 10 µM. 1.2% of 310,000 active. AID 588511, 2011;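 active means ratio plate-corrected score three or more library SD toward inhibition, starting fluorescence score within five deviations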;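 further: score derived from kinetic fluorescence span divided by baseline fluorescence per well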
# KCNK9 inh: KCNK9 potassium channel inhibitors, primary screen, HEK293 cells, thallium flux; Potassium channel subfamily K member 9 (Homo sapiens), Q9NPC2; FluxOR thallium flux fluorescence; stronger effect = lower value; B-score at 10 µM; 1.2% of 310,000 active;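 active means ratio B-score over 3 SD below the library mean, with starting fluorescence within 5 SD of its mean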;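 further: negative B-score means less thallium flux so channel inhibition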
# KCNQ1 inh: inhibitors of human KCNQ1 channel, primary screen, cell-based, thallium flux, high-throughput. AID 2642, 2010. CHO-K1 KCNQ1, FluxOR thallium flux fluorescence; stronger effect = higher value. 1.3% of 310,000 active. B-score at 10 µM. Potassium voltage-gated channel subfamily KQT member 1 (Homo sapiens), P51787;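 active means compounds whose thallium flux B-score, printed positive for inhibition, exceeds three library SD while starting fluorescence stays within three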;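 further: channel opened by potassium depolarization with thallium stimulus after 20 min compound exposure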
# RGS4 act: RGS4 potentiators or activators, primary screen, cell-based, HEK293 M3R inducible RGS4, calcium flux. carbachol calcium flux Fluo4; stronger effect = lower value. B-score at 10 µM. 0.92% of 310,000 active. AID 463111, 2010;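 active means B-score of the integrated calcium signal more than 4 SD below the library mean, with starting fluorescence not abnormally high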;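 further: negative B-score means reduced calcium response which marks RGS4 activation or potentiation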
#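 test system = M3R-expressing HEK293 line, RGS4 induced by doxycycline | probe or stimulus = carbachol at ECmax as muscarinic agonist stimulus | timing = dye loading 30 min 37 °C, buffer rest 30 min RT | signal = calcium dye Fluo4 fluorescence | evaluation = B score from integrated fluorescence ratio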
# Active calls of the source: *; i = inactive; ? = inconclusive; nt = no result given.
SMILES,KCNK3 block,SKKanGAS inh,RGS4 inh,ANO1 activ,HDAC3 inh,KCNQ1 pot,hERG protect,TMEM16A inh,KCNK9 inh,KCNQ1 inh,RGS4 act
CC(=O)N1c2ccc(S(=O)(=O)N3CCC(C(=O)Nc4cccc(Cl)c4)CC3)cc2CC1C (stereo not given),i,21,i,i,-1,i,-5,i,i,i,i
CCn1c2ccccc2c2cc(NC(=O)CSc3nnc(-c4ccccc4)o3)ccc21,i,18,i,i,0,i,-8,i,i,i,i
O=C(NCc1ccc2c(c1)OCO2)c1ccc(CSCc2ccc(Cl)cc2)o1,-8.8*,3,i,i,?,i,-8,i,i,i,i
O=C(Oc1cccc2cccnc12)c1cccs1,i,4,7.3*,i,-2,i,-12,i,i,i,i
COc1cccc(-c2nnn(CCC(=O)O)n2)c1,i,-10,i,i,10,i,-9,i,i,i,i
NC(=O)c1ccc(C(=O)N/N=C(/Cc2ccccc2)c2ccccc2)cc1,i,7,i,i,-4,i,-8,i,i,i,i
O=C(CSc1nnc(COc2ccc(Cl)cc2)o1)N1CCN(c2ccccc2)CC1,i,-6,i,i,2,i,-4,i,i,i,i
C/C(=N\Nc1ncc(Cl)cc1Cl)c1ccccn1,i,58*,i,-7.8*,nt,i,-29,nt,-10*,11*,i
CC1(C)COC(Cn2c3ccccc3c3ccccc32)O1 (stereo not given),i,0,i,i,nt,i,-5,i,i,i,i
Cc1ccc(NC(=O)c2sccc2-n2cccc2)c(Cl)c1,i,21,i,i,-4,i,-1,i,i,i,i
COc1ccc2c3c(cccc13)N(C)N=C2C,i,7,i,i,19,i,-5,i,i,i,i
O=[N+]([O-])c1ccc(Nc2ccc(Cl)cc2)nc1,i,-12,i,i,10,i,-1,i,i,i,i
O=C(NC(=O)c1ccccc1)OCCN1C(=O)c2ccccc2C1=O,i,0,i,i,-2,i,-8,i,i,i,i
O=C(c1ccccc1)N1CCC(O)(c2ccc3c(c2)OCO3)CC1,i,-2,i,i,-1,i,-4,i,i,i,i
COc1ccc(N2CCN(C(=S)Nc3cccc(OC)c3)CC2)cc1,i,-20,i,i,-7,i,-3,i,i,i,i
O=C(NC(=S)NCCCN1CCOCC1)c1cccc2ccccc12,i,3,i,i,-3,i,-16,i,i,i,i
COc1ccc(NC(=O)Nc2ccccc2F)c(C)c1,i,1,i,i,0,i,-4,i,i,i,i
O=C(CN1CCC(NC(=O)Cc2ccccc2)CC1)Nc1ccccc1Br,i,-11,i,i,-5,i,-10,i,i,i,i
C/C=C/C(O)c1ccc2ccccc2c1 (stereo not given),nt,-5,i,nt,4,i,-3,i,i,i,i
Cc1ccc(NC(=O)CCCn2c(=S)[nH]c3ccsc3c2=O)cc1C,i,4,i,i,8,i,-7,i,i,i,i
Cc1ccc(C(=O)N/C(=C/c2cccs2)C(=O)NCCCn2ccnc2)cc1,i,-16,i,i,0,i,-7,i,i,i,i
Cc1ccc(CNC(=O)C2CCCN2C(=O)Nc2cccc(Cl)c2)cc1 (stereo not given),i,3,i,i,4,i,-10,i,i,i,i
Fc1ccc(/C=N\Nc2cccc(F)c2)cc1,i,-3,i,i,-7,i,-8,i,i,i,i
CC(C)C(=O)NN(C(=O)C(C)C)c1nc2ccccc2s1,i,3,i,i,-4,i,-6,i,i,i,i
N/C(=N\S(=O)(=O)c1cccs1)c1ccccc1,i,-4,i,i,-1,i,-10,i,i,i,i

# Filtered by structure: the compounds so far containing fluorine (two)
SMILES,KCNK3 block,SKKanGAS inh,RGS4 inh,ANO1 activ,HDAC3 inh,KCNQ1 pot,hERG protect,TMEM16A inh,KCNK9 inh,KCNQ1 inh,RGS4 act
COc1ccc(NC(=O)Nc2ccccc2F)c(C)c1,i,1,i,i,0,i,-4,i,i,i,i
Fc1ccc(/C=N\Nc2cccc(F)c2)cc1,i,-3,i,i,-7,i,-8,i,i,i,i

# Among those listed so far, these have four or more nitrogen atoms.
SMILES,KCNK3 block,SKKanGAS inh,RGS4 inh,ANO1 activ,HDAC3 inh,KCNQ1 pot,hERG protect,TMEM16A inh,KCNK9 inh,KCNQ1 inh,RGS4 act
CCn1c2ccccc2c2cc(NC(=O)CSc3nnc(-c4ccccc4)o3)ccc21,i,18,i,i,0,i,-8,i,i,i,i
COc1cccc(-c2nnn(CCC(=O)O)n2)c1,i,-10,i,i,10,i,-9,i,i,i,i
O=C(CSc1nnc(COc2ccc(Cl)cc2)o1)N1CCN(c2ccccc2)CC1,i,-6,i,i,2,i,-4,i,i,i,i
C/C(=N\Nc1ncc(Cl)cc1Cl)c1ccccn1,i,58*,i,-7.8*,nt,i,-29,nt,-10*,11*,i
Cc1ccc(C(=O)N/C(=C/c2cccs2)C(=O)NCCCn2ccnc2)cc1,i,-16,i,i,0,i,-7,i,i,i,i

# Next section.
SMILES,KCNK3 block,SKKanGAS inh,RGS4 inh,ANO1 activ,HDAC3 inh,KCNQ1 pot,hERG protect,TMEM16A inh,KCNK9 inh,KCNQ1 inh,RGS4 act
CN(CC(=O)Nc1ccc(Cl)cc1)c1ccc(S(=O)(=O)N2CCCCC2)cc1[N+](=O)[O-],i,7,i,i,-1,i,-13,i,i,i,i
CCCC(=O)Nc1nc(C)c(-c2csc(Nc3ccccc3OC)n2)s1,i,17,i,i,?,i,-14,i,i,i,i
Clc1ccc(Nc2c3c(nc4ncnn24)CCC3)cc1,i,-6,i,i,-1,i,-10,i,i,i,i
Cc1nn(C(=O)c2c([N+](=O)[O-])cnn2C)c(C)c1Cl,i,-1,i,i,-1,i,-2,i,i,i,i
Cc1ccc2c(c1)nnn2C1CCN(C(=O)C23CC4CC(CC(C4)C2)C3)CC1,i,1,i,i,-3,i,1,i,i,i,i
CCOC(=O)C1=C(C)N=c2s/c(=C\c3ccc(OCC(=O)O)cc3)c(=O)n2C1c1ccccc1OC (stereo not given),i,19,i,i,-1,i,-9,i,i,i,i
COc1ccc2c3c(cccc13)OCC2=O,i,-3,nt,i,2,nt,nt,i,nt,nt,nt
CCOC(=O)c1c(C=O)c2ccccc2n1CC,i,2,i,i,3,i,-4,i,i,i,i
Cc1cc(C)n(-c2nc3c(c(=O)[nH]c(=O)n3C)n2C(C)C)n1,i,-3,i,i,-5,i,-4,i,i,i,i
Cc1cc(C)cc(-n2cc(C(=O)O)c(=O)cc2C)c1,i,4,i,i,-4,i,-7,i,i,i,i
CCCNC(=O)c1ccc2c(c1)CCN2S(C)(=O)=O,i,7,i,i,-10,i,-6,i,i,i,i
CC1Cc2ccccc2N1C(=O)C1CC(=O)N(c2ccccc2)C1 (stereo not given),i,7,i,i,0,i,-6,i,i,i,i
COc1cccc(NC(=O)c2cn(C)c(=O)c3cc(OC)c(OC)cc23)c1,i,-4,i,i,-1,i,-14,i,i,i,i
O=C(c1cc2cc(Br)ccc2oc1=O)N1CCCC1,i,0,i,i,6,i,-9,i,i,i,i
Cc1cccn2c(CN3CCCN(C=O)CC3)c(C(=O)N(C)CCc3ccccc3)nc12,i,7,i,i,1,i,-12,i,i,i,i
COc1ccc(Cl)cc1C(=O)N1CCN(c2ccccn2)CC1,i,-4,i,i,1,i,-5,i,i,i,i
Cc1nc2sc(C(c3ccccc3)N3CCN(C)CC3)c(O)n2n1 (stereo not given),i,1,i,i,-2,i,-7,i,i,i,i
Cc1cc(OCCOc2cccc3cccnc23)cc(C)c1Cl,i,6,i,i,-6,i,-11,i,i,i,i
COc1cccc(NC(=O)COC(=O)c2ccccc2SCC(=O)N2CCCC2)c1,i,-5,i,i,-2,i,-19,i,i,i,i
Oc1ccc(C[C@H]2CNCCN2CC2(c3ccccc3)CC2)cc1,i,3,i,i,-5,i,-8,i,i,i,i
c1ccc(CCn2nnnc2C(c2cccs2)N2CCOCC2)cc1 (stereo not given),i,-3,i,i,0,i,-6,i,i,i,i
O=S(=O)(Nc1cccnc1)c1ccc(Br)c2ccccc12,i,35,i,i,0,i,-11,i,i,i,i
CC(C)COP(=O)(c1ccc(N(C)C)cc1)C(O)c1ccccc1F (stereo not given),i,-2,i,i,-3,i,-9,i,i,i,i
Cc1ccc(C)c(C2=CSC3=NS(=O)(=O)CCN23)c1,i,-2,i,i,-3,i,-17,i,i,i,i
Cc1cccc(C)c1NC(=O)C1c2cccc[n+]2CC(=O)N1Cc1ccc2c(c1)OCO2 (stereo not given),i,0,i,i,12,i,-5,i,i,i,i
# The listing continues.
SMILES,KCNK3 block,SKKanGAS inh,RGS4 inh,ANO1 activ,HDAC3 inh,KCNQ1 pot,hERG protect,TMEM16A inh,KCNK9 inh,KCNQ1 inh,RGS4 act
Cc1ccc(N=C2NC(=O)CS2)cc1,i,1,i,i,-6,i,-12,i,i,i,i
COc1ccc(CNCc2ccccc2[N+](=O)[O-])cc1OC,i,-1,i,i,0,i,-7,i,i,i,i
Cc1cc2cc(CNC(=O)c3ccc(S(=O)(=O)N4CCCC4)cc3)ccc2n1C,i,-2,i,i,?,i,-10,i,i,i,i
COC(=O)c1cn(C(=O)c2ccccc2)c2ccccc12,i,-16,i,i,0,i,-14,i,i,i,i
COc1ccc2c(c1)c1nc(SCC(C)C)n(CCO)c(=O)c1n2C,i,-7,i,i,-7,i,-10,i,i,i,i
CCOc1ccc(N(CC(=O)NC2CCCC2)C(=O)CCC(=O)Nc2nccs2)cc1,i,0,i,i,-6,i,-4,i,i,i,i
CN(C)CC/C=C1\c2cc(Cl)ccc2Sc2cc(F)c(F)cc21,i,12,i,i,6,i,-19,i,i,i,i
O=C(NC(=S)Nc1ccc(NC(=O)c2ccco2)cc1)c1ccccc1,i,-1,i,i,-3,i,-2,i,i,i,i
